High-throughput results (PubChem BioAssay)
TGFb SMAD3 inh – qHTS for Inhibitors of TGF-b | AID 588855, 2011 | Potency, µM (highest dose often 46.1 µM), inactives show at the highest dose activity, negative = inhibition, actives largely listed as inhibitors | HepG2 CAGA-GFP TGF-b/SMAD3 reporter, GFP fluorescence, 18 h; TGF-beta stimulated, 500 pg/mL final | hit rate 1.2% among 410,000; note: potency is the fitted concentration of half-maximal effect; % is set by controls: 0 for no effect and ±100 for the full control effect; nearly all actives have a fitted effect of over 65% in size
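Cell-based qHTS in HEPG2 carrying a CAGA-GFP Smad reporter; compounds added before 500 pg/mL final TGF-beta, 18 h incubation at 37 degrees C, GFP fluorescence quantified per cell by imaging cytometry.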
ATXN viability – Viability Counterscreen for Primary qHTS for Inhibitors of ATXN expression; S2 cells (HEK-293 line with an ATXN2-luciferase reporter) viability, CellTiter-Fluor protease fluorescence, 24 h; hit rate 0.49% among 400,000; Potency, µM (series often up to 56.7 µM), usual class: cytotoxic; note: potency is the fitted concentration of half-maximal effect; nearly all actives have a fitted effect of over 40% in size
ATXN2 expr inh – Primary qHTS for Inhibitors of ATXN expression. HEK-293 ATXN2-luciferase reporter, luminescence, 24 h. Potency, µM (highest dose often 57 µM), for the others: at the highest dose activity change, negative = inhibition, usual class: inhibitors. hit rate 0.72% among 360,000; note: potency is the fitted concentration of half-maximal effect; % is set by controls: 0 for no effect and ±100 for the full control effect; nearly all actives have a fitted effect of over 55% in size
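ATXN2-luciferase reporter cells (luciferase flanked by upstream and downstream ATXN2 gene portions) were treated 24 h at 37 °C with compounds at up to 57 uM. SteadyGlo luminescence gave expression; GF-AFC fluorescence gave viability.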
EPAC2 agonist – qHTS for Agonist of cAMP-regulated guanine nucleotide exchange factor 4 (EPAC2): primary screen. Rap guanine nucleotide exchange factor 4 (Homo sapiens), Q8WZA2. EPAC2 activation, biochemical qHTS; response scale: 100% = 6.5 mM cAMP response. Potency, µM (series often up to 154 µM), for inactives: at the highest dose activation, usual class: activators. hit rate 0.079% among 360,000; note: potency is the fitted concentration of half-maximal effect; nearly all actives have a fitted effect of over 50% in size
Target sequence (Q8WZA2 whole entry, looked up): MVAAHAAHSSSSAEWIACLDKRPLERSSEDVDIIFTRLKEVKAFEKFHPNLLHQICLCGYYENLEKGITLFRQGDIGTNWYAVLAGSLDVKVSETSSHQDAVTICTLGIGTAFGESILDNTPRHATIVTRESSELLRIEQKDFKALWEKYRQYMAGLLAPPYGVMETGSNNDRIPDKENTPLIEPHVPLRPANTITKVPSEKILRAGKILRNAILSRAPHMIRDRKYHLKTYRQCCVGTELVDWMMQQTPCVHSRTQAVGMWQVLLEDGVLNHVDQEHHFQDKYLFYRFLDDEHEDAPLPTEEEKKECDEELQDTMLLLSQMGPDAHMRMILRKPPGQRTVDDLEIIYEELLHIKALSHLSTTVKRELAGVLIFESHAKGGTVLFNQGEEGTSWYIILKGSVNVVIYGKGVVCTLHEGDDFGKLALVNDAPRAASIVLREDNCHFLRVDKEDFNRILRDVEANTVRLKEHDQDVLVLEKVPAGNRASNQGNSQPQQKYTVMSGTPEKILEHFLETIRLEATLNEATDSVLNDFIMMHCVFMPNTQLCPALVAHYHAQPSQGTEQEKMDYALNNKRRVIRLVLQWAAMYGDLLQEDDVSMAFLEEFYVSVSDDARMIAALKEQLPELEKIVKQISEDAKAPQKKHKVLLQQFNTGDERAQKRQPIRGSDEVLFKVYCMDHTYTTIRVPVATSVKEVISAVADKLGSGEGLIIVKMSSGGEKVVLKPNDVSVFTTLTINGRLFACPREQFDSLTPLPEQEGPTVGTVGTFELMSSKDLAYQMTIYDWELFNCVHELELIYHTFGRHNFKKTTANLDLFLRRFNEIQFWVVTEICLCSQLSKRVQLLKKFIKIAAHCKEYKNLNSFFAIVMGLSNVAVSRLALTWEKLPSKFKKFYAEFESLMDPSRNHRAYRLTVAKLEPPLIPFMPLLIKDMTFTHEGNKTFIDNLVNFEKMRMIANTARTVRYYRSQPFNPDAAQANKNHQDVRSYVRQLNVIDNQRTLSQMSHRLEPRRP
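Nucleotide exchange monitored as fluorescence drop when BODIPY-GDP leaves Rap1B. Reaction: 100 nM EPAC2, 250 nM RAP1B-BODIPY-GDP, 50 uM GDP, room temperature, kinetic read over 30 min. Activity expressed relative to 6.5 mM cAMP.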
HepG2 viability – qHTS for Inhibitors of TGF-b: Cytotox Counterscreen | AID 588856, 2011 | Potency, µM (doses to about 46.1 µM), without a hit: top-dose activity change, negative = cytotoxicity, hits mostly cytotoxic | HepG2 CAGA-GFP viability, ATP luminescence, 18 h | hit rate 0.76% among 410,000; note: potency is the fitted concentration of half-maximal effect; some results filed as inactive show a strong effect at the top dose
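HepG2 CAGA-GFP cells (1000/well, DMEM with 1% FBS) received compound, then TGF-beta at 500 pg/mL final, and were incubated 18 hours at 37 degrees C. Viability was read by CellTiter-Glo luminescence. Media-only wells were set as complete cell-killing and DMSO as no toxicity.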
A549 tox – Nrf2 qHTS screen for inhibitors: counterscreen for cytotoxicity. hit rate 0.16% among 390,000. AID 504648, 2011. Potency, µM (titrated, usually from 46 µM), for inactives: top-dose activity change, negative = cytotoxicity, actives largely listed as inhibitors. A549 ARE-Fluc cells, CellTiter-Fluor viability, 18-24 h; note: potency is the fitted concentration of half-maximal effect; % is set by controls: 0 for no effect and ±100 for the full control effect
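Cytotoxicity counterscreen: CellTiter-Fluor fluorescence was measured in A549 ARE_Fluc cells after 18-24 h of compound exposure in a concentration series. The subsequent BugLite luminescent read reports ARE-luciferase activity.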
Nrf2 inh – Nrf2 qHTS screen for inhibitors; A549 ARE-Fluc reporter, luciferase luminescence, 18-24 h; Potency, µM (doses to about 46 µM), inactives show at the highest dose activity change, negative = inhibition, actives largely listed as inhibitors; hit rate 2.1% among 360,000; AID 504444, 2011; note: potency is the fitted concentration of half-maximal effect; % is set by controls: 0 for no effect and ±100 for the full control effect; nearly all actives have a fitted effect of over 60% in size
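Quantitative HTS in A549 cells stably bearing an antioxidant response element-firefly luciferase construct. Inhibition of Nrf2-driven transcription was scored by luminescence after 18-24 h of compound exposure at 37 °C.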
Nrf2 activator – qHTS of Nrf2 Activators | AREc32 ARE-luciferase reporter (MCF7-derived line), luminescence, 24 h | Potency, µM (series often up to 46.1 µM), for the others: top-dose activation, actives largely listed as activators | hit rate 0.31% among 410,000 | AID 624171, 2012; note: potency is the fitted concentration of half-maximal effect; % of control where 0% means no effect; nearly all actives have a fitted effect of over 65% in size
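Quantitative high-throughput format: AREc32 reporter cells, 1000 per well, received compound by pin transfer and were incubated 24 hr at 37 deg C, 5% CO2, before Steady-Glo luminescence detection.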
IL-2 act – qHTS of IL-2 Activators; IL-2 activation reporter assay, cell-based qHTS; stimulated with anti-CD3/CD4/CD28 beads; in transgenic mouse T cells; activation, % (series mostly up to about 46 µM); hit rate 0.065% among 360,000; AID 652025, 2013; in the data active = activation above about 50%; inconclusive = mostly about 30% to 49%; note: 0% is about no effect
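Using fluorescent plate cytometry, EGFP and DsRed are detected in transgenic mouse T cells stimulated 18 h at 37 degrees C with antibody-coated beads after 60 min compound pretreatment.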
* marks the source's active call; other numbers are inactive results; i = inactive; u = inconclusive; x = not tested or not shown; [ ] = another dose, or the depositor's remark. Unless noted, calls come from the whole dose curve; as a rule, active = well fitted curve in the direction sought with a large enough effect; inconclusive = small, poorly fitted or top-dose-only effect, or another doubt; inactive = no such curve, though single readings can be large; an effect the other way counts as inactive or inconclusive.

Results follow in this order: Nrf2 inh | ATXN2 expr inh | EPAC2 agonist | TGFb SMAD3 inh | IL-2 act | Nrf2 activator | A549 tox | HepG2 viability | ATXN viability
Cc1ccc(S(=O)(=O)Nc2ccc(Nc3nccn4c(-c5cccc(OC(F)(F)F)c5)cnc34)cc2)cc1
  x | -17% | 12% | u | -0.6 | -0.4% | x | -22% | u
O=C(CSc1nc(N2CCCCC2)nc(N2CCCCC2)n1)N1CCN(c2ccccc2)CC1
  u | -11% | -4% | 6.3µM* | 1.2 | -0.8% | u | 4% | i
Cc1c(N2CCCCC2)[nH]c2ccccc12
  x | x | 10% | -1% | -0.9 | 1.0% | x | -15% | i
CC1CN(C(=O)c2cc(S(=O)(=O)N3CCCC3)c(Cl)cc2Cl)CC(C)O1 (stereo not given)
  -6% | -12% | 2% | -12% | -0.2 | -0.3% | 1% | -17% | i
CN(CP(=O)(O)C(O)c1ccccc1)S(C)(=O)=O (stereo not given)
  x | 2% | -4% | -20% | 0.3 | -0.4% | 2% | 4% | i
CC(C)(C)NC(=O)N1CCN(c2nc3ccc(Cl)cc3s2)CC1
  u | -13% | -11% | 0% | -4.1 | -0.4% | -6% | -5% | i
CC(C)c1ccc(C(=O)N2CCN(CCO)CC2)cc1
  -4% | -6% | 4% | 7% | 0.3 | -1.1% | 2% | -11% | i
Cc1ccc(Nc2cc(-c3ccccc3)nc(C)n2)cc1
  u | 24% | x | -1% | x | 10% | 0% | -57% | u
COCCN1Cc2cccc(C(=O)Nc3ccc(Cl)cc3Cl)c2C1=O
  -29% | -14% | x | -24% | x | 3.5% | 16% | -11% | i
C=CCn1c(-c2cc(-c3ccccc3)sc2N)n[nH]c1=S
  u | 1% | 4% | 5% | 1.7 | 3.7% | -15% | 0% | u
CCOC(=O)N1CCN(C(=O)c2cn(CC(C)C)c(=O)c3c2c2ccccc2n3C)CC1
  2% | 4% | 0% | -3% | 0.4 | -0.4% | -5%[1.84 µM] | -2% | i
O=C(N/N=C/c1ccc(O)c(O)c1)N/N=C/c1ccc(O)c(O)c1
  u | 0% | 5% | 0% | 1.2 | 4.1% | 0% | -8% | i
COCCN(CC1CCCN(C2Cc3ccccc3C2)C1)C(=O)CCC(N)=O (stereo not given)
  4% | -5% | -2% | -2% | 0.2 | -0.2% | 2% | -17% | i
COc1cc(NC(=O)c2ccccn2)cc(OC)c1OC
  3% | x | -1% | 5% | -1.1 | 9.0% | 0% | 6% | i
Cc1ccc(/C=C(\C#N)c2nc(-c3ccc(-c4ccccc4)cc3)cs2)cc1
  -2% | 15% | x | 7% | x | -0.8% | 0% | 3% | i
O=C(Nc1ccc(F)cc1)c1csc(Cc2ccccc2)n1
  11% | x | 4% | 4% | 0.3 | -0.5% | -3% | 16% | i
CNS(=O)(=O)c1cn(CC(=O)NCc2cccc(OC)c2)cc1S(=O)(=O)NC
  -8% | 14% | 3% | 0% | 0.2 | 0.2% | -3% | -1% | i
O=[N+]([O-])c1ccc(Cl)c(S(=O)(=O)Nc2ccc(-c3ccc(N4CCOCC4)nn3)cc2)c1
  -5% | 10% | 1% | 15% | 0.7 | 14% | -4% | -41% | i
COc1ccc(NC(=S)NNC(=O)c2cccs2)cc1
  9% | 9% | 20% | 1% | -2.4 | 2.9% | 1% | -3% | i
Cc1c(C)n(CCCN(C)C)c2ncnc(Nc3ccccc3)c12
  15% | 7% | 4% | 15% | -1.6 | 2.7% | 4% | -1% | i

Whole records as entered above.
CCOC(=O)N1CCN(C(=O)c2cn(CC(C)C)c(=O)c3c2c2ccccc2n3C)CC1 is listed with Nrf2 inh = 2%; ATXN2 expr inh = 4%; EPAC2 agonist = 0%; TGFb SMAD3 inh = -3%; IL-2 act = 0.4; Nrf2 activator = -0.4%; A549 tox = -5%[1.84 µM]; HepG2 viability = -2%; ATXN viability = i
COCCN(CC1CCCN(C2Cc3ccccc3C2)C1)C(=O)CCC(N)=O (stereo not given) is listed with Nrf2 inh = 4%; ATXN2 expr inh = -5%; EPAC2 agonist = -2%; TGFb SMAD3 inh = -2%; IL-2 act = 0.2; Nrf2 activator = -0.2%; A549 tox = 2%; HepG2 viability = -17%; ATXN viability = i

Additional compounds follow:
Results follow in this order: Nrf2 inh | ATXN2 expr inh | EPAC2 agonist | TGFb SMAD3 inh | IL-2 act | Nrf2 activator | A549 tox | HepG2 viability | ATXN viability
CS(=O)(=O)N(CC(=O)N/N=C/c1cc2c(cc1Br)OCO2)c1ccccc1Br
  -19% | 1% | 12% | u | -3.7 | 3.7% | -2% | 0% | i
O=C(NCc1ccccc1)C1=C[C@H](C2CC2)C[C@H](OCc2ccc(CO)cc2)O1
  2% | -6% | 11% | -6% | 0.0 | 4.2% | 0% | -27% | i
O=C(CN1CCC(C(=O)c2ccc(Cl)cc2)CC1)Nc1ccc2c(c1)OCCO2
  x | -14% | 18% | u | 2.9 | -0.6% | u | -1% | i
CCc1nc2c(OCC(=O)c3ccc(Cl)cc3Cl)cccn2c1N(C=O)Cc1ccc(OC)cc1
  x | 0% | 20% | u | -1.0 | 1.1% | x | -27% | i
Cc1cc(C)cc(OCC(=O)Nc2ccc(N3CCCCC3)cc2)c1
  21% | -10% | -1% | 16% | -4.8 | 0.0% | 0% | 13% | i
CN(C(=O)COc1ncnc2ccccc12)C1CCCCC1
  17% | 6% | 2% | 0% | 0.0 | 2.2% | 6% | -3% | i
O=C(CNc1ccc(Br)cc1)c1ccc(O)cc1
  u | 1%[11.3 µM] | 18% | -2% | 0.3 | 1.9% | 0% | -2% | i
Cc1ccccc1-c1cc2nc(NCc3ccncc3)n(C)c(=O)c2s1
  x | 13% | 4% | 2% | 1.4 | 7.4% | x | -23% | i
CCc1nc2nc(C)cc(Nc3cccc(C)c3C)n2n1
  2% | -4% | x | -1% | x | 0.7% | 0% | -5% | i
CCc1c(C(=O)N/N=C/c2ccsc2)csc1C
  5% | 52%[activator] | 2% | 0% | 0.5 | 0.2% | -4% | 1% | i
COc1ccc(N2CC(NS(=O)(=O)c3cccnc3)CC2=O)cc1 (stereo not given)
  6% | -4% | 12% | 6% | -3.3 | 0.0% | 1% | -4% | i
Cc1ccc(NC(=O)COC(=O)Cn2ccc(=O)[nH]c2=O)cc1C
  -2% | -2% | -4% | 3% | 0.3 | 4.4% | -3% | -3% | i
Cc1ccc(-n2nnnc2/C=C\Nc2cc(C)on2)cc1
  1% | 11% | -4% | -2% | 1.9 | 0.5% | -4% | -27% | i
COC(=O)c1scc(-c2ccccc2)c1S(=O)(=O)Nc1ccccc1
  x | -1% | x | 2% | x | 0.8% | -3% | -17% | i
Cc1noc(C)c1COc1ccc(C(=O)N2CCCC(C(F)(F)F)C2)cc1 (stereo not given)
  u | -10% | -1% | 17% | 0.7 | -0.5% | -4% | -16% | i
CCCCc1cc(=O)oc2c(CN(C)C)c(O)ccc12
  1% | 5% | 9% | -4% | -1.7 | -0.6% | 24% | -10% | x
C=CCSc1nc(-c2ccccc2)c(C#N)c(=O)[nH]1
  4% | -5% | -3% | -2% | -0.1 | -0.1% | 0%[1.84 µM] | -11% | i
C/C=C/c1ccc(Oc2nnnn2-c2ccc(C(=O)O)cc2)c(OC)c1
  -9% | -3% | -8% | 20% | -1.9 | 7.1% | -11% | 0% | i
OCC[C@@H]1C[C@H](O)[C@@H](O)[C@]2(OCCc3ccccc32)O1
  0% | 9% | 13% | u | -0.2 | 0.5% | 2% | -16% | i
COc1ccc(-c2cc(C(=O)Nc3ccc(NC(C)=O)cc3)[nH]n2)c(C)c1
  x | 60%[activator] | -9% | 7% | -0.3 | 0.0% | x | -13% | i
O=C(COc1ccc(Cl)cc1)NCc1ccc(F)cc1
  -6% | -4% | 1% | -1% | -0.2 | -0.5% | 1% | 0% | i
Cc1ccc(NC(=O)CSc2nnnn2-c2ccc3c(c2)OCO3)cc1C
  u | u | 12% | u | -1.9 | -0.4% | -24% | -77% | u
Cc1cccn2c(=O)c(/C=C(\C#N)C(=O)NCc3ccco3)c(N3CCC(C(N)=O)CC3)nc12
  -17% | 3% | 9% | -25% | -0.2 | 2.8% | u | -12% | i
Cc1nc(SCC(=O)NC2(C#N)CCCC2)n(CC(C)C)c1C
  6% | 0% | 3% | 2% | -2.2 | -0.1% | 2% | 0% | i
COCCNC(=O)c1ccc(Cl)c(S(=O)(=O)Nc2cccc(C)c2C)c1
  -15% | 0% | -4% | -1% | -1.7 | -0.4% | 1% | 9% | i
CC(C)(C)OC(=O)N1CCN(C(=O)c2[nH]cnc2C(=O)Nc2cccc(Cl)c2)CC1
  0% | -5% | -13% | 23% | 0.4 | 0.3% | 1% | 19% | i
C=CCN=C1S/C(=C/c2ccc([N+](=O)[O-])cc2)C(=O)N1CC=C
  -12% | 8% | 0% | 0% | -5.0 | -0.6% | -3% | -18% | i
COCCn1c(C)c(C)c(S(=O)(=O)c2ccccc2)c1N
  -1% | 5% | 11% | 18% | -1.5 | 0.0% | -2% | 7% | i
O=C(c1ccco1)N1CCN(C(c2cccs2)c2nnnn2C2CCCC2)CC1 (stereo not given)
  13% | 6% | -5% | 9% | 1.1 | -0.5% | 0% | 13% | i
COc1ccccc1NC(=O)C(CC(=O)O)Cc1cc(C)cc(C)c1 (stereo not given)
  x | x | 12% | -2% | 0.3 | -0.3% | x | -1% | i
CCOC(=O)C1=C(C)NC(=O)NC1c1cc(Br)c(O)c(OC)c1 (stereo not given)
  14% | 5% | -7% | 5% | 0.6 | 0.3% | -2% | 16% | i
CCOc1ccc(OCCC(=O)OCC(=O)NC2CCCC2)cc1
  8% | x | 5% | 10% | 0.2 | -1.1% | -1% | -1% | i
COc1cc(NC(=NS(=O)(=O)c2ccccc2)c2ccccc2)ncn1
  u | 6% | 1% | 1% | 0.0 | 4.9% | -2% | 2% | u
